# tim23-1 inh: growth inhibitors of tim23-1 mutant yeast, primary screen, luminescence, uHTS. S. cerevisiae tim23-1 growth, BacTiter-Glo luminescence, 24 h. inhibition, % at 20 µM. 330,000 tested, 1.3% active. AID 463212, 2010;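 active = growth inhibition of the mutant yeast at or above 50%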;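 also: temperature-sensitive mutant grown at 25 °C; plate controls were DMSO-treated mutant yeast for no effect and medium wells lacking yeast for full effect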
# CHOP UPR activ: activators of apoptotic CHOP UPR arm, primary screen, cell-based, CHO-CHOP luciferase reporter, luminescence, uHTS; activation, % at 10 µM; 330,000 tested, 0.34% active; AID 449763, 2010; UPR activation; percent of tunicamycin response over DMSO baseline;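 active = at 10 µM dose, activation of 40% or more, normalized to positive control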;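 also: 100% = tunicamycin at 10 µg/mL and 0% = DMSO alone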
#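 Test system: CHO-CHOP cells, stable luciferase reporter of PERK-eIF2a-CHOP signalling | Quantity: 500 CHO-CHOP cells per well | Buffer or medium: F12 plus 10% serum | Compound dosing: 10 µM single point, 0.5% DMSO | Schedule: 6 h compound treatment, 37 °C | Signal: Luciferase luminescence | Control set: Tunicamycin high control, DMSO low control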
# tim10-1 inh: growth inhibitors of tim10-1 mutant yeast, primary screen, luminescence, uHTS. S. cerevisiae tim10-1 ts strain growth, BacTiter-Glo, 24 h. inhibition, % at 20 µM. 330,000 tested, 2.2% active;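 active = inhibition of at least 40%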;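 also: mutant grown at 25 °C; 0% = DMSO wells with yeast and 100% = wells holding no yeast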
# APJ ag: agonists of human apelin receptor APJ, primary screen, CHO-K1 cells, PathHunter beta-arrestin, luminescence | activation, % at 20 µM | 330,000 tested, 0.11% active | 0% DMSO wells, 100% apelin;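 active = activation more than six SD over the plate average, tested at 20 µM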;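 also: 0% = DMSO alone and 100% = apelin-13 at 10 nM; some results filed as inactive read as strong as hits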
# Target sequence (P35414 whole entry, looked up): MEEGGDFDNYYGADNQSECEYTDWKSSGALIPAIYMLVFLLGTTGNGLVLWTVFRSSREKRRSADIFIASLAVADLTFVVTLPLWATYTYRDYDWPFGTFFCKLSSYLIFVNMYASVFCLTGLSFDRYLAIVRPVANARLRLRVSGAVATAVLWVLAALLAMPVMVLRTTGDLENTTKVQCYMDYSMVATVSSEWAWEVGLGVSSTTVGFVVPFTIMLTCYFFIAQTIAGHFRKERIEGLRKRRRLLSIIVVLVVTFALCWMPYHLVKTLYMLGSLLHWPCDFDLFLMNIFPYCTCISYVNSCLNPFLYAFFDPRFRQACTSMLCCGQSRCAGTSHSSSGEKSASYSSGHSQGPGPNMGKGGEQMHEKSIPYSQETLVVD
#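 Test system: CHO-K1 APJ beta-arrestin complementation cell line. Amount: cell density 1000 per well. Controls: DMSO negative, 10 nM Apelin-13 positive. Signal: luminescent beta-gal fragment complementation, chemiluminescent substrate. Read-out basis: agonist-driven arrestin binding to APJ. Timing: compound stimulation 90 min at 25 °C, detection 60 min.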
# TIM10 inh: growth inhibitors of isogenic TIM10 control yeast, primary screen, counter-screen for tim10-1 yeast inhibitor project, luminescence, uHTS. inhibition, % at 10 µM. AID 463195, 2010. S. cerevisiae TIM10 strain growth, BacTiter-Glo luminescence, 24 h. 330,000 tested, 1.4% active;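 active = inhibition of 40% or more at the single tested concentration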;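 also: wild-type TIM10 isogenic control strain grown at permissive 25 °C; 0% = DMSO yeast wells and 100% = minimal medium wells without yeast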
# GRIN3A LBD mod: binders of NR3A ligand-binding domain, primary screen, biophysical, differential scanning fluorimetry, uHTS | Glutamate receptor ionotropic, NMDA 3A (GRIN3A) ligand-binding domain | 340,000 tested, 2.5% active | Tm shift relative to glycine control, % at 25 µM | NR3A LBD differential scanning fluorimetry, Tm shift; 0% = protein alone, 100% = glycine-bound protein;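 active = melting temperature shift of at least 10% of the positive control shift, at one fixed dose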
# UPR XBP1 act: activators of adaptive XBP1 UPR arm, primary screen, cell-based, CHO-XBP1 luciferase reporter, luminescence, uHTS | 330,000 tested, 0.33% active | activation, % at 20 µM | IRE1-XBP1 UPR activation; percent of tunicamycin response, DMSO as zero;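 active = versus positive control, 20 µM dose yields 30% or more activation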;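 also: 100% = tunicamycin at 10 µg/mL and 0% = DMSO only wells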
#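 Material: CHO-XBP1 cells stably carrying IRE1-XBP1-driven luciferase reporter / Amount: 1000 cells per well / Compound: 20 µM, 1% DMSO / Times: 6 h treatment, 37 °C / Detection: luciferase luminescence / Measure: % activation of reporter signal versus tunicamycin and DMSO controls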
# Mdm2 MdmX PPI: inhibitors of human Mdm2-MdmX association, primary screen, cell-based, luminescence, split luciferase, SaOS-2, uHTS; SaOS-2 split-luciferase Mdm2/MdmX complementation; inhibition, % at 8 µM; 330,000 tested, 3% active; AID 485346, 2010;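 active = inhibition of at least 50% at 8 µM in the primary screen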
# NLRP3 yeast inh: NALP3 inflammasome inhibitors in reconstituted yeast, primary screen, luminescence, uHTS; Yeast reconstituted NLRP3/ASC/caspase-1, beta-gal luminescence, 24 h; inhibition, % at 10 µM; 330,000 tested, 0.39% active;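 active = inhibition of 50% or more; inactive = inhibition below 50%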;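 also: plate controls were induced DMSO wells for no effect and uninduced yeast grown without galactose for full effect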
# Active calls of the source: *; . = no result given.
mol,tim23-1 inh,CHOP UPR activ,tim10-1 inh,APJ ag,TIM10 inh,GRIN3A LBD mod,UPR XBP1 act,Mdm2 MdmX PPI,NLRP3 yeast inh
CCCC(=O)Nc1ccc(C#Cc2ccccc2)cc1,21.0,1.9,9.7,1.3,-10.1,-4.9,3.7,-95.8,30.5
Cc1ncc(CN2CCCC(CCC(=O)NCc3ccccc3F)C2)s1 (stereo not given),-8.3,0.0,-3.0,-1.1,6.7,0.2,-2.2,-1.6,9.7
CC(C)c1ccc(NC(=O)C2CCC(CNC(=O)[C@@H]3Cc4ccccc4CN3)CC2)cc1 (stereo not given in full),-16.8,2.8,14.5,-3.2,-8.2,-2.0,2.8,48.4,6.5
O=[N+]([O-])c1ccc(/C=N/NC(=S)Nc2ccc(Cl)cc2Cl)s1,44.0,3.7,16.4,-4.9,7.4,10.7*,4.9,62.9*,28.5
CCOC(=O)c1nn(C23CC4CC(CC(C4)C2)C3)c2c1C(=O)N(c1ccc(C)cc1)C2=O,1.5,-0.7,6.5,-3.7,7.7,0.1,-4.9,0.1,-2.8
Cc1ccc(S(=O)(=O)NN=C2C3CC4CC(C3)CC2C4)cc1,-3.0,0.0,-17.7,-1.2,-1.4,-0.9,-1.5,11.3,5.5
CS(=O)(=O)N1CCN(C(=O)Nc2ccccc2)CC1,-3.8,-0.3,-7.4,-2.8,7.7,-1.1,0.0,-18.4,-8.4
CCOC1=NC(C(=O)O)c2ccccc2/C(=C(/C)Cl)N1 (stereo not given),-0.2,-0.5,-0.4,-3.3,-17.0,-0.4,-1.9,6.9,5.1
CC1CCCN(Cc2nc(Cc3ccccc3Cl)no2)C1 (stereo not given),4.5,8.5,-1.3,-2.9,2.1,-2.1,2.2,4.1,21.7
O=C(Nc1ccc(Cl)cc1)N1CCN(c2ccc3nnc(-c4ccc(F)cc4)n3n2)CC1,8.0,6.3,10.4,-3.2,8.5,27.2*,5.2,27.0,23.6
Oc1ccc(/C=N/N2CCN(c3ccccn3)CC2)cc1,7.2,0.0,5.9,-0.6,-11.3,2.9,0.8,13.1,6.3
CCN(C(=O)c1ccc2c(=O)n3c(nc2c1)CCCCC3)c1ccc(F)cc1,24.4,3.0,30.7,2.1,20.7,-3.5,-0.4,22.4,7.5
CC(C)CNC(=O)NC(=O)COC(=O)Cn1cnc2ccccc2c1=O,5.1,-1.0,11.6,-1.9,6.6,-1.5,-1.5,14.3,2.3
CN(Cc1nc2ccccc2c(=O)[nH]1)C(=O)c1cccc(S(=O)(=O)N2CCc3ccccc32)c1,15.0,-0.8,17.2,-3.5,10.7,-1.3,-3.2,80.9*,9.0
COc1ccc(OC)c(N(CC(=O)N2CCC(C)CC2)S(=O)(=O)c2ccc(OC)c(OC)c2)c1,9.6,-1.9,15.9,-4.1,15.6,0.8,-1.9,-4.9,-8.9
Fc1cccc(CNCc2ccc3c(c2)OCO3)c1,9.7,0.8,7.0,-0.3,-0.9,-0.9,-1.9,-0.7,19.1
CCCc1cc(=O)[nH]c(SCC(=O)N2CCN(c3ccccc3)CC2)n1,14.4,-0.2,17.3,-5.4,16.6,0.0,-1.3,8.3,-2.3
O=C(CNC(=O)c1ccc(Cl)cc1)OCCCOC(=O)CNC(=O)c1ccc(Cl)cc1,8.9,-0.3,8.1,3.8,-5.1,1.5,-4.0,-8.6,8.3
O=C(COC(=O)Cc1ccccc1[N+](=O)[O-])NCc1ccc(F)cc1,-1.0,-0.6,20.3,-3.1,12.6,0.5,-3.5,16.2,-5.5
Cc1ccc(NC2CCCN(C(=O)c3cn4cc(Cl)ccc4n3)C2)cc1C (stereo not given),22.5,-2.1,13.0,-3.2,15.0,-1.3,-2.5,0.9,1.9
CC(/C=C/c1ccccc1)=N/NC(=O)c1nc2nc(C)cc(C)n2n1,5.6,3.3,3.6,0.2,3.2,-1.2,-1.6,2.1,8.7
O=C(N=C1SC2CS(=O)(=O)CC2N1Cc1ccc(Cl)cc1)C1CCCO1 (stereo not given),1.1,0.6,-4.3,-2.4,1.2,0.0,-5.0,0.8,-6.1
Nc1nccnc1C(=O)OCC(=O)Nc1cccc(S(=O)(=O)N2CCCCC2)c1,4.4,-1.9,11.7,-0.3,-8.3,-0.4,-2.4,-6.0,1.8
Cc1c(NC(=O)CSCc2c(F)cccc2Cl)c(=O)n(-c2ccccc2)n1C,-2.7,-2.2,12.9,-5.6,-1.8,-1.6,-0.5,17.6,7.7
COc1ccc(CCNC(=O)COc2cc(O)c3c(c2)OC(C)(C)CC3=O)cc1,28.6,-1.1,29.7,-3.5,10.1,0.8,0.1,12.7,3.2
CCc1ccc(NC(=O)c2sc3nc(C)nc(N4CCN(c5ccccn5)CC4)c3c2C)cc1,36.7,2.0,30.1,0.0,23.7,1.0,1.1,37.7,24.7
CCn1c(COc2cccc3cccnc23)nnc1SCC(=O)OC,5.3,-0.5,10.8,-2.9,-1.3,-3.0,-1.5,-0.6,-1.4
Cc1cc(Nc2cccc(F)c2)nc(N2CCOCC2)n1,-0.5,1.0,8.1,-5.1,6.1,-0.1,-0.2,6.9,16.9
CCN(CC)C(=S)NC(=O)c1ccc(Cl)cc1Cl,37.9,0.2,20.5,-6.9,1.6,1.5,-0.3,-11.7,14.7
COc1ccc(NC(=O)CN2C(=O)CSC(C)C2=O)cc1 (stereo not given),-5.7,1.2,4.8,-1.0,6.5,0.7,-1.0,9.9,2.2

# An excerpt of these results, as labelled records:
CCN(C(=O)c1ccc2c(=O)n3c(nc2c1)CCCCC3)c1ccc(F)cc1
  tim23-1 inh: 24.4	CHOP UPR activ: 3.0	tim10-1 inh: 30.7	APJ ag: 2.1	TIM10 inh: 20.7	GRIN3A LBD mod: -3.5	UPR XBP1 act: -0.4	Mdm2 MdmX PPI: 22.4	NLRP3 yeast inh: 7.5

CC(C)CNC(=O)NC(=O)COC(=O)Cn1cnc2ccccc2c1=O
  tim23-1 inh: 5.1	CHOP UPR activ: -1.0	tim10-1 inh: 11.6	APJ ag: -1.9	TIM10 inh: 6.6	GRIN3A LBD mod: -1.5	UPR XBP1 act: -1.5	Mdm2 MdmX PPI: 14.3	NLRP3 yeast inh: 2.3

# Next section.
mol,tim23-1 inh,CHOP UPR activ,tim10-1 inh,APJ ag,TIM10 inh,GRIN3A LBD mod,UPR XBP1 act,Mdm2 MdmX PPI,NLRP3 yeast inh
COc1c(Cl)cc(-c2noc(C)c2C(=O)NCc2ccccc2)cc1Cl,13.3,1.0,-10.0,-0.6,0.6,-4.0,-2.2,26.3,26.5
Cc1ccc(NC(=O)CN2C(=O)N/C(=C/c3ccc4c(c3)OCCO4)C2=O)cc1,-22.8,-0.1,-25.8,-3.5,-28.8,-4.7,-3.8,-3.4,3.0
O=C(N/N=C\C=C\c1ccco1)C1COc2ccccc2O1 (stereo not given),9.6,2.6,-1.5,-2.7,8.8,-0.4,-0.4,9.4,-2.5
COc1ccc(-c2nc(N3CCCCCC3)sc2C(=O)c2ccccc2)cc1,27.8,-1.4,28.0,-2.8,20.5,-6.8,0.6,7.7,23.6
O=C(CCc1nnc(C2CCCCC2)o1)N1CCC(Oc2cccnc2)CC1,7.6,-2.2,-4.2,0.7,-4.4,-1.4,2.1,22.4,21.8
Cc1cc(C)nc(NS(=O)(=O)c2ccc(NC(=O)c3nn(-c4ccccc4)ccc3=O)cc2)n1,-0.6,0.4,-4.9,-1.9,6.8,1.8,-1.6,17.1,10.4
O=C(O)C(Cc1ccccc1)N1CCS(=O)(=O)CC1 (stereo not given),-0.3,0.5,-5.5,-1.5,5.2,-1.4,-3.5,-3.3,6.2
CCN(Cc1nc2ccccc2c(=O)[nH]1)Cc1nc2cc(OC)c(OC)cc2c(=O)[nH]1,-11.9,0.1,10.6,0.3,-6.9,0.8,0.4,-11.7,9.1
Cc1ccc(Cl)cc1NC(=O)c1cc(NC(=O)CCCC(=O)O)ccc1N1CCCCC1,-4.2,0.3,0.4,-3.2,9.2,-2.2,-1.2,27.9,3.3
Cc1cc(C)nc(SCC(=O)NC2CCCC2)n1,10.5,-0.7,8.3,-1.7,-5.7,-0.4,0.2,7.0,-5.3
Cc1cc(C(F)(F)Cl)n2ncc(-c3ccccn3)c2n1,2.7,1.2,21.6,0.8,-4.7,-1.0,-0.9,9.6,12.0
O=C(NCCCN1CCOCC1)C1CC(=O)N(C2CCCCC2)C1 (stereo not given),3.3,-2.4,-5.0,0.2,-1.7,-0.1,-6.5,-15.2,15.1
CCN(CC)S(=O)(=O)c1ccc(C)c(NC(=S)N2CCN(c3ccccn3)CC2)c1,25.3,-0.6,14.8,-1.0,18.3,-0.7,-5.8,7.3,19.3
Cc1ccc(NCc2nc3ccccc3n2C)cc1,6.2,15.8,-8.7,-2.5,-2.5,-0.4,-0.9,-71.1,21.3
Cc1ccc(NCC(=O)NNC2=NCCC2)c(C)c1,11.3,-3.8,-15.7,-0.5,14.4,0.5,0.6,7.9,20.0
COc1cc(-c2nc(=S)[nH][nH]2)cc(OC)c1OC,4.4,0.3,8.5,-4.6,-6.1,-17.6,3.1,15.3,-6.3
COC(=O)c1[nH]c2ccc(Cl)cc2c1NC(=O)CCN1CCOCC1,5.6,-0.2,9.1,-4.9,0.6,-9.6,-2.3,13.5,27.4
O=[N+]([O-])c1cc(S(=O)(=O)NC2=NCCCCC2)ccc1Cl,3.4,-1.0,3.9,0.2,-12.3,-1.0,6.9,1.5,2.9
CCOc1ccc(Br)cc1CN(CC)CC,-4.7,-0.2,1.4,-1.7,2.2,1.0,-0.6,-7.5,17.3
O=C(NCc1cccs1)C(=O)NCC1OCCCN1S(=O)(=O)c1ccccc1 (stereo not given),14.7,-0.9,13.3,0.5,-2.9,-1.6,-2.0,-27.5,-0.4
O=C(NCC1CCCO1)c1ccc(NC(=O)c2ccc([N+](=O)[O-])cc2)cc1 (stereo not given),-6.9,-1.8,9.4,3.2,-7.5,-1.8,-1.1,18.6,-9.4
COc1cc(CNc2nnnn2C)cc(OC)c1OC,4.1,11.6,-1.6,-2.3,5.1,1.6,-4.4,3.0,20.3
O=C(Cc1ccc(Cl)cc1)NC1CC1,5.4,1.0,-6.5,-2.1,-0.9,2.2,-3.3,-2.9,8.4
CC(=O)NC1=NN(C(C)=O)C(C)(CS(=O)(=O)c2ccc3ccccc3c2)S1 (stereo not given),-2.5,-4.4,2.8,-3.5,3.2,-2.5,-3.8,-6.6,2.7
CCC(CC)C(=O)Nc1ccc([N+](=O)[O-])cn1,6.8,-0.2,8.4,-2.1,-3.4,-1.0,-3.1,-4.2,9.2
O=C(CSc1ncc(-c2ccccc2)n1-c1ccccc1)NCc1ccco1,17.2,-1.3,28.3,-1.2,23.4,.,-3.2,1.2,1.0
